# Rtt109 HAT inh: inhibitors of C. albicans Rtt109/Vps75 HAT, primary screen, biochemical, ThioGlo CoA-SH fluorescence, plate reader; purified Rtt109/Vps75, 4 h; inhibition, % at 34.9 µM; AID 540336, 2011; Histone acetyltransferase RTT109 (Candida albicans (strain SC5314 / ATCC MYA-2876)), …; hit rate 0.16% among 330,000;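 active means inhibition of at least 50% in every replicate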
# Target sequence (Q5AAJ8 whole entry, looked up): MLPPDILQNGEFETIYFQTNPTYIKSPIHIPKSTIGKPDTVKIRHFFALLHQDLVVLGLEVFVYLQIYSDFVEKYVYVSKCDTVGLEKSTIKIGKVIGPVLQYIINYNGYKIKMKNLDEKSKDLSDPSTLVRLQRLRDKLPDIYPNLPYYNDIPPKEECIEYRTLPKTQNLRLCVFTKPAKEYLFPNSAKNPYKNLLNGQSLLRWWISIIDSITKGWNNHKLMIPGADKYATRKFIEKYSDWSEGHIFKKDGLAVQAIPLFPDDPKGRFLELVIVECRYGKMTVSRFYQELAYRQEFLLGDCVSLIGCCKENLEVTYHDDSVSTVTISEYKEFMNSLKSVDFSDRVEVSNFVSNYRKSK
# SR-BI uptake up: activators of SR-BI mediated DiI-HDL uptake, primary screen, ldlA[mSR-BI] CHO cells, DiI fluorescence | 3 h; 100 = double the neutral-control signal | activation, % at 12.5 µM | hit rate 0.096% among 320,000 | AID 504775, 2011;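 active means mean replicate activation of at least 60% and every replicate at or above 60%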;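 further: 0% = median plate neutral-control signal and 100% = twice that signal; values of inactives mirror those of a sister screen read the other way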
#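 System: CHO ldlA[mSR-BI] cells / Medium: HEPES-buffered (25 mM, pH 7.4) F12 plus 0.5% BSA / Probe or stimulus: labelled HDL, 10 µg/mL / Doses: single compound concentration, delivered by pin transfer / Schedule: 3 h, 37 °C / Measured by: DiI fluorescence, bottom read / Measure: cell-associated DiI fluorescence as measure of HDL uptake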
# NSD2 HMT inh: NSD2 histone methyltransferase inhibitors, primary screen, biochemical, AlphaScreen, single concentration, set 2 | AID 743445, 2014 | hit rate 0.54% among 310,000 | inhibition, % at 12.5 µM | Histone-lysine N-methyltransferase NSD2 (Homo sapiens), O96028 | NSD2 peptide methylation, 120 min; in the data active means inhibition above about 50%
# SR-BI DiI inh: inhibitors of SR-BI mediated HDL lipid uptake, primary screen, ldlA[mSR-BI] cells, fluorescence, single point; hit rate 0.96% among 320,000; AID 488896, 2010; ldlA[mSR-BI] CHO cells, DiI-HDL uptake fluorescence, 3 h; inhibition, % at 12.5 µM; Scavenger receptor class B member 1 (Mus musculus), Q61009;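 active means mean replicate inhibition of at least 70% and a set share of replicates each scoring 70 or more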;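 further: 0% = median of neutral control wells and 100% = median of positive control wells; values of inactives mirror those of a sister screen read the other way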
# PvdQ acylase: P. aeruginosa PvdQ acylase inhibitors, primary screen, biochemical, fluorescence, plate reader and imaging, single point. PvdQ acylase [Pseudomonas aeruginosa LESB58]. purified PvdQ acylase. inhibition, % at 10 µM. hit rate 0.063% among 340,000. AID 488965, 2010; in the data active means inhibition above about 30%, passing the limit was not always enough;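 further: 0% = vehicle neutral wells and 100% = reference inhibitor wells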
# CAL PDZ FP-1: CAL PDZ peptide-binding inhibitors, primary screen, biochemical, fluorescence polarization, Cer-tagged CAL PDZ, HTS. purified CAL PDZ, TMR-peptide fluorescence polarization, 1 h. Golgi-associated PDZ and coiled-coil motif-containing protein (Homo sapiens), Q9HD26. inhibition, % at 20 µM. hit rate 0.02% among 330,000. AID 504414, 2011;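 active means highest replicate inhibition of at least 40%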;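 further: plate controls were DMSO neutral control wells for no effect and unlabeled competitor peptide control wells for full effect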
#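 material = purified tagged CAL PDZ domain construct (CerCALP) | buffer or medium = sodium phosphate/NaCl buffer pH 7.4 with TCEP, IgG, Thesit | reagent = TMR-labelled reporter peptide T*-PRC34 bound in PDZ groove | incubation = 1 h room-temperature incubation prior to read | measured by = fluorescence polarization (mP) | evaluation = percent inhibition from loss of millipolarization | control set = unlabelled peptide and DMSO controls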
# dFosB activator: activators of delta FosB homodimer, primary screen, biochemical, fluorescence polarization, TAMRA-CDK5 oligo, single point | activation, % at 25 µM | purified delta FosB; percent of positive-control signal above neutral wells | Protein FosB (Mus musculus), P13346 | hit rate 0.99% among 340,000;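 active means mean activation above about 17%, with every replicate also reaching it, limit read from the data, passing the limit was not always enough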;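 further: fluorescence polarization rise as delta FosB binds a TAMRA Cdk5 AP-1 oligo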
# Target sequence (P13346 whole entry, looked up): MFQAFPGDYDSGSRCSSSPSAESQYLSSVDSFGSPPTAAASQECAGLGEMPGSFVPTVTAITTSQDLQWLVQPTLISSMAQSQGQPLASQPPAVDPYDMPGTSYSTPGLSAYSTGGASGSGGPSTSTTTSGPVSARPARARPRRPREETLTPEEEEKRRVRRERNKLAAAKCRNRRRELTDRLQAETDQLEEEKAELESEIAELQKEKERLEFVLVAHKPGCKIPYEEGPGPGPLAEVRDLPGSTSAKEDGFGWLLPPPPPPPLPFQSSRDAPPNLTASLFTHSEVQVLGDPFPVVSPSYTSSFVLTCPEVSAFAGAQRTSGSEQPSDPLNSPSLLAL
# CAL PDZ FP-2: untagged CAL PDZ binding inhibitors, primary screen, biochemical, fluorescence polarization, HTS; AID 602252, 2012; inhibition, % at 24.9 µM; purified CAL PDZ, TMR-peptide fluorescence polarization, 1 h; Golgi-associated PDZ and coiled-coil motif-containing protein (Homo sapiens), Q9HD26; hit rate 0.92% among 300,000;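 active means mean inhibition of at least 30% with at least half of replicates also reaching 30%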;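 further: 0% = DMSO neutral control and 100% = excess unlabeled competitor peptide PRC23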
# PfHsp90 yeast 2: growth inhibition of PfHsp90-expressing yeast, primary screen, antimalarial PfHsp90 inhibitor project, S. cerevisiae, BacTiter-Glo luminescence, single point, set 2; AID 504621, 2011; BacTiter-Glo ATP, 48 h; yeast lacking PDR1 and PDR3 efflux regulators; hit rate 0.32% among 310,000; inhibition, % at 9.4 µM;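 active means every replicate shows inhibition above about 80%, whatever the replicate mean, limit read from the data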;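 further: 0% = DMSO neutral controls and 100% = 20 µM radicicol positive controls; yeast relying on Plasmodium falciparum Hsp90 in place of its own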
# MITF TRPM1 HTS: activators of MITF-driven TRPM1 promoter reporter, primary screen, cell-based, SK-MEL-5, luciferase, single point; SK-MEL-5 TRPM1-promoter luciferase, 24 h; % of positive control, neutral wells = 0; activation, % at 12.5 µM; hit rate 0.75% among 300,000; AID 588334, 2011;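 active means mean activation of at least 80% with every replicate also reaching 80%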;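 further: 0% = neutral control wells and 100% = parthenolide positive control wells; values of inactives mirror those of a sister screen read the other way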
# Starred values were filed as active, the others as inactive; / = no result given; & = joins results of further samples.
SMILES,Rtt109 HAT inh,SR-BI uptake up,NSD2 HMT inh,SR-BI DiI inh,PvdQ acylase,CAL PDZ FP-1,dFosB activator,CAL PDZ FP-2,PfHsp90 yeast 2,MITF TRPM1 HTS
COc1ccc(-n2cc(CN(C)C3CCOCC3)c(-c3cccc(F)c3)n2)cc1,-4,-34,-2,34,-12,-0.5,0,-5,-21,4
COC(=O)C1CCN(C(=O)c2ccc(OC3CCN(Cc4ccccn4)CC3)cc2)CC1,11,-9,-2,9,-22,-0.6,-5,-1,-10,-16
CC(C)(C)NCC(O)CON=C1c2ccccc2-c2ccccc21 (configuration not stated),8,-60,26,60,-11,14,-21,-5,-5,17
COc1ccc(C)cc1Nc1nc(-c2ccccc2O)nc2ccccc12,2,-34,-5,34,-5,-1.4,-3,-4,-24,-18
Cc1nn(CC(O)COc2ccc3c(c2)CCC3)c(C)c1Br (configuration not stated),-4,-16,20,16,-11,-0.4,0,0,/,/
COc1ccccc1N1CCN(S(=O)(=O)c2ccc(-c3cnc(C4CC4)o3)cc2)CC1,1,-10,47,10,-1,-1.5,-2,-2,17,-3
Cc1sc(NC(=O)c2ccco2)nc1-c1ccccc1,0,-16,1,16,7,-0.2,-2,1,25,96*
COc1ccc(OC)c2c1cc(C(=O)N[C@@H](C)C(=O)N[C@@H](C(=O)O)c1ccccc1)n2C,0,3,29,-3,0,1.1,4,10,4,-2
O=C(NC(N1CCCCCC1)C(Cl)(Cl)Cl)c1ccccc1Cl (configuration not stated),-2,29,27,-29,-5,-0.6,-6,-1,10,-2
CCOC(=O)CSc1nc2sc3c(c2c(=O)n1CC)CC(C)(C)OC3,14,-20,3,20,5,-2.5,-12,-2,-16,7
CCCCCCOc1ccc(C(CC(=O)NC)C(=O)O)cc1 (configuration not stated),-4,11,4,-11,-12,-0.8,-9,/,13,13
CCN(CC)CCNC(=O)c1cc(S(=O)(=O)N2CCc3ccccc32)cn1C,-4,2,/,-2,-6,0.4,-6,/,-3,/
C[C@H](CO)N1C[C@H](C)[C@@H](CN(C)S(=O)(=O)c2cn(C)cn2)Oc2ccc(NC(=O)Cn3cnnn3)cc2C1=O,4,8,/,-9,-12,-0.4,0,-4,7,5
Cc1cc(-c2nnnn2-c2ccc(C(F)(F)F)cc2)no1,-1,8,-1,-8,-16,-1.1,-2,-5,2,-23
O=C(CSc1ncnc2c1oc1ccccc12)Nc1cccc(C(F)(F)F)c1,-11,7,/,-7,-16,0.5,0,/,-19,-10
C/C(=N\Nc1nc2ccccc2s1)c1ccc2c(c1)OCO2,6,-1,1,1,-5,-2.2,8,-1,-21,25
COc1ccc(-n2nc3c(N4CCC(C(=O)NCCc5ccco5)CC4)nnc(C)c3c2C)cc1,9,-38,1,38,5,-1.4,-6,-2,2,-35
Cc1ccc2cccc(SCC(=O)Nc3ccc(F)cc3)c2n1,-3,18,-6,-18,-11,-1.4,-2,-2,-16,-2
COC(=O)c1c(NC(=O)C(C)C)sc(C(=O)N2CCOCC2)c1C,8,-10,105*,10,-4,-1.9,-1,0,10,-8
CCOC(=O)NC(NCc1cccc(C(F)(F)F)c1)(C(F)(F)F)C(F)(F)F,27,-8,-2,8,10,-0.6,-4,-3,2,7
CCC(C(=O)N1CCOCC1)n1c2ccccc2c2nc(=O)cc(C)n21 (configuration not stated),-2,-1,1,1,3,0.3,2,0,12,3
Cc1ccc(NC(=O)c2cc(NC(=O)c3ccco3)ccc2N2CCCCC2)cc1,-22,-73,/,73*,-6,-0.8,-7,-3,-27,-3
CC(CN1CCCC1)C(=O)NN (configuration not stated),-1,20,-2,-20,-8,0.4,-3,/,-4,-3
Cc1ccc(NC(=O)CCN2C(=O)NC3(CCCC3)C2=O)cc1,5,1,-4,-1,0,0.5,0,-3,/,3

# Copied from the list.
# In PvdQ acylase, CCOC(=O)NC(NCc1cccc(C(F)(F)F)c1)(C(F)(F)F)C(F)(F)F has 10
# In SR-BI DiI inh, COC(=O)c1c(NC(=O)C(C)C)sc(C(=O)N2CCOCC2)c1C has 10
# In dFosB activator, Cc1ccc(NC(=O)c2cc(NC(=O)c3ccco3)ccc2N2CCCCC2)cc1 has -7
# In SR-BI uptake up, Cc1ccc(NC(=O)CCN2C(=O)NC3(CCCC3)C2=O)cc1 has 1
# In Rtt109 HAT inh, CC(CN1CCCC1)C(=O)NN (configuration not stated) has -1
# In dFosB activator, Cc1cc(-c2nnnn2-c2ccc(C(F)(F)F)cc2)no1 has -2
# In dFosB activator, CCC(C(=O)N1CCOCC1)n1c2ccccc2c2nc(=O)cc(C)n21 (configuration not stated) has 2

# 3 structures out of the list, ordered by SMILES length, rising.
SMILES,Rtt109 HAT inh,SR-BI uptake up,NSD2 HMT inh,SR-BI DiI inh,PvdQ acylase,CAL PDZ FP-1,dFosB activator,CAL PDZ FP-2,PfHsp90 yeast 2,MITF TRPM1 HTS
C/C(=N\Nc1nc2ccccc2s1)c1ccc2c(c1)OCO2,6,-1,1,1,-5,-2.2,8,-1,-21,25
O=C(CSc1ncnc2c1oc1ccccc12)Nc1cccc(C(F)(F)F)c1,-11,7,/,-7,-16,0.5,0,/,-19,-10
CCOC(=O)NC(NCc1cccc(C(F)(F)F)c1)(C(F)(F)F)C(F)(F)F,27,-8,-2,8,10,-0.6,-4,-3,2,7

# (list continues)
SMILES,Rtt109 HAT inh,SR-BI uptake up,NSD2 HMT inh,SR-BI DiI inh,PvdQ acylase,CAL PDZ FP-1,dFosB activator,CAL PDZ FP-2,PfHsp90 yeast 2,MITF TRPM1 HTS
CCN(CC)CCNC(=O)c1ccccc1N,1,4,2,-4,-8,/,-4,0,-7,0
CCCc1ccc(C(=O)/C=C/N(C)C)cc1,-8,5,/,-5,-5,-3.8,-8,53*,41,57
CN(C)/C=C/C(=O)c1ccc(-n2cccc2)cc1,11,-50,10,50,0,-8.5,-1,-2,-1,42
Cn1c(=NC(=O)C2CCN(S(=O)(=O)c3cccs3)CC2)sc2ccccc21,-1&-9,-17&-17,-3,17&17,-8&-7,0.6&-0.2,2&-6,-2&-8,-8&10,-6&1
Cc1cc2c(c(=O)o1)C(c1cccs1)C(C#N)=C(N)O2 (configuration not stated),4,12,1,-12,-10,0.2,2,-6,-9,-3
Cc1ccccc1CNC(=O)CC1C(=O)NCCN1CC1CCCCC1 (configuration not stated),-1,12,0,-12,-19,0.8,-5,-5,-9,2
CCOC(=O)N1CCC(NC(=O)C2CCN(C(=O)c3cc4oc(C)cc4n3Cc3c(F)cccc3Cl)CC2)CC1,9,-31,0,31,3,0.1,-22,5,3,1
CCOc1cccc(/C=C2\NC(=S)N(c3ccccc3)C2=O)c1O,5,60,9,-60,-9,0.1,-9,-4,-2,28
O=C(N/C(=C/c1ccc(Br)cc1)C(=O)N1CCOCC1)c1ccco1,-13,2,0,-2,-19,-2.2,-3,-3,3,0
Cc1cc(C)nc(SCC(=O)Nc2ccc(S(=O)(=O)Nc3nccs3)cc2)n1,-9,16,5,-16,-9,-2.3,-2,-1,-4,-4
O=C(CNC(=O)c1cccs1)Nc1ccc2c(c1)OCCO2,35,13,-4,-13,10,-2.2,-4,-1,/,47
CC(C)N1CN(c2ccccc2)C(=S)N(c2ccccc2)C1,-4,/,-2,/,-7,-0.7,2,/,-2,/
CCC(=O)Nc1cccc(C(=O)OCc2cccc([N+](=O)[O-])c2)c1,/,-21,-2,21,13,-3.0,-2,-1,17,19
CC(=O)N1C(=O)/C(=C2\SC(=S)N(c3c(C)n(C)n(-c4ccccc4)c3=O)C2=O)c2ccccc21,1,12,31,-12,10,1.0,-1,-4,2,-16
Oc1cccc(C=Nc2cccc3ccccc23)c1O,3,7,8,-7,11,-0.7,-9,1,1,/
Cc1ccc(NC(=O)CCC(=O)NNC(=O)C(C)(C)C)c(C)c1,2,/,-9,/,7,0.1,1,6,14,6
CS(=O)(=O)N(CC(=O)Nc1ccccc1)Cc1ccc(Cl)cc1,11,-2,-6,2,-4,0.1,-2,-4,/,-3
O=C(NN=C1CCC(c2ccccc2)CC1)c1ccccc1-n1cccc1 (configuration not stated),-24,18,3,-18,-9,-0.6,-4,3,2,-2
O=C(CCN(NC(=O)c1ccccc1)C1=NS(=O)(=O)c2ccccc21)NC1CCCCC1,8,29,-2,-29,-9,-0.2,0,1,1,-14
CC(=O)N1c2ccc(S(=O)(=O)N3CCC(C(=O)NCc4ccc(Cl)cc4)CC3)cc2CC1C (configuration not stated),5,-12,-5,12,8,0.0,-3,4,10,2
Cc1cccc(NCC(=O)N/N=C\c2ccccn2)c1,-1,8,-9,-8,0,-0.8,-2,-3,14,-13
COc1ccccc1OC(C)C(=O)Nc1ccc(S(=O)(=O)Nc2nccs2)cc1 (configuration not stated),-7,9,0,-9,-5,-1.6,-4,-10,12,6
CCN=C1S/C(=C/c2ccc(-c3ccc(F)cc3)o2)C(=O)N1CC,-2,-72,0,72*,-9,0.6,-10,-1,17,6
COc1cccc(CNC(=O)CCCn2ccc3cc(S(=O)(=O)N4CCCC4)ccc32)c1,15,5,-13,-5,-7,-0.3,-10,3,24,-6
Cc1cc(C)n2nc(S(=O)(=O)N(C)Cc3ccccc3)nc2n1,2,7,1,-7,-15,-0.5,-1,-2,/,-9
Cc1sc2ncnc(N(C)CCc3ccccn3)c2c1C,24,-15,2,15,7,-2.0,4,-3,-1,6

# From PubChem
